human PMI inhibitors = human PMI inhibitors, high substrate, primary screen, biochemical, fluorescence intensity, high mannose 6-phosphate (AID 1220) | actives 0.66% (n = 190,000) | recombinant PMI enzyme, coupled fluorescence intensity; higher % means a stronger effect | one-dose inhibition, % at 20 µM; IC50 in µM for titrated hits
XIAP antagonists = XIAP antagonists, biochemical, IAP family, fluorescence polarization (AID 1018); XIAP BIR domain, fluorescence polarization peptide displacement; higher % means a stronger effect; displacement, % at 20 µM; hits with a dose series show IC50 in µM; actives 0.007% (n = 200,000); in the data active means displacement above about 50%; further: a part of the inactive calls stands beside numbers as strong as those of hits
P. falciparum M17LAP = P. falciparum M17LAP inhibitors, primary screen, biochemical, fluorogenic H-Leu-NHMec substrate, 1536-well (AID 1619) | recombinant M17LAP, H-Leu-NHMec fluorogenic kinetic assay; higher % means a stronger effect | one-dose inhibition, % at 30 µM; IC50 in µM for titrated hits | actives 0.38% (n = 220,000);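 active means compound inhibiting the enzyme by more than half at any dose during confirmatory dose-response retesting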;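 further: plate controls were full reaction with DMSO carrier for no effect and no enzyme background for full effect; strong numbers were not always called active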
Hep lipid drop = hepatic lipid droplet formation modulation; AML12 mouse hepatocytes, oleate lipid droplets, BODIPY imaging; actives 0.4% (n = 240,000); AID 1656; inhibition, % at 6.5 µM;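 active means lipid droplet intensity inhibited by at least 50%, with more than 500 cells counted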
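Material – mouse AML12 hepatocyte cell line, fixed after treatment · Compound dosing – one dose, 6.5 µM compound · Times – compound with oleate, overnight · Measured by – Image-based BODIPY and DAPI two-channel analysis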
PMI inhibitors = inhibitors of human PMI, primary screen, biochemical, fluorescence intensity, coupled assay (AID 1209); one-dose inhibition, % at 20 µM; IC50 in µM for titrated hits; actives 0.42% (n = 190,000); purified PMI enzyme, coupled fluorescence intensity; higher % means a stronger effect;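 further: plate controls were DMSO vehicle for no effect and wells lacking substrate for full effect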
TNAP activators = human TNAP enzyme activators, primary screen, biochemical, luminescent, no phosphate acceptor, uHTS (AID 1001) | purified TNAP, luminescent activation assay, no phosphate acceptor; higher activation fold means a stronger effect | one-dose activation fold at 20 µM; EC50 in µM for titrated hits | actives 0.03% (n = 200,000); in the data active means activation fold from about 3, or a potency from the dose series; inactive means the rest, 99 in 100 with activation fold below about 1.6; further: many of its hits are not listed in these tables
Siah-1 displacement = Siah-1 peptide-binding antagonists, primary screen, biochemical, fluorescence polarization, rhodamine-plectin, uHTS (AID 1817). displacement, % at 20 µM; hits with a dose series show IC50 in µM. actives 0.02% (n = 290,000). Siah-1 / rhodamine-plectin peptide fluorescence polarization; higher % means a stronger effect;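 active means displacement of at least 50% at 20 µM, with a fluorescence ratio check between 0.3 and a set limit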;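 further: plate controls were Siah plus tracer with DMSO for no effect and tracer alone without Siah for full effect; strong numbers were not always called active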
P. falciparum M1AAP = malaria alanyl aminopeptidase activity blockers – biochemical, fluorogenic H-Leu-NHMec substrate, 1536-well (AID 1445); inhibition, % at 30 µM, or IC50 in µM where a hit was titrated; recombinant M1AAP, H-Leu-NHMec fluorogenic kinetic assay; higher % means a stronger effect; actives 0.42% (n = 220,000);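 active means primary inhibition above the hit cutoff, then over 50% inhibition at one or more dose response concentrations, cut at about 23% in these data, passing the limit was not always enough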;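 further: plate controls were DMSO full reaction for no effect and no enzyme background for full effect; strong numbers were not always called active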
UTI89 phage lysis = protection from phage-mediated lysis, alamar blue read-out – E. coli UTI89, K1F phage, bacterial capsule biogenesis inhibitors (AID 488966); E. coli UTI89 K1F phage lysis, alamar blue, 2 h; higher % means a stronger effect; one-dose inhibition, % at 100 µM; IC50 in µM for titrated hits; actives 0.02% (n = 340,000);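 active means phage lysis inhibition, versus mean bacterial control, above a set limit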;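 further: capsule biogenesis inhibitors block K1F phage lysis so surviving cells raise fluorescence; higher fluorescence means more inhibition of phage lysis; actives were called in the ten point dose series up to 300 µM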
Hep lipid drop cells 6.5 µM = also measured in Hep lipid drop; calls as there; cell count; measured here: cell count, cytotoxicity flag;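 cells counted across two imaged fields per well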
* marks the source's active call; other numbers are inactive results; / = not tested or not shown; [ ] = another dose, or the depositor's remark. Unless noted, no stated cut-off is given here; in the data, active means inhibition above about 50%; inactive means the rest.

No.	SMILES	human PMI inhibitors	XIAP antagonists	P. falciparum M17LAP	Hep lipid drop	Hep lipid drop cells 6.5 µM
1	CC1(C)N=C(SCC(=O)Nc2ccc(Cl)cc2)C(c2ccccc2)=N1	1%	-1.3%	15%	-6	718
2	COc1ccc(OC)c(NC2=NC3(CCCC3)N=C(N)N2)c1	4%	-9.3%	7%	8	752
3	CC(=O)N1CCN(S(=O)(=O)c2cccc(C(=O)Nc3ccc4c(c3)OCO4)c2)CC1	36%	-2.2%	28%	22	667
4	CC(C)CC(=O)c1c[nH]c(C(=O)NCc2cccnc2)c1	-18%	-5.8%	3%	-24	644
5	COC(=O)[C@H](C)NC(=O)NCc1ccco1	0%	-6.5%	-9%	/	/
6	O=C(/C=C/c1ccc(OCCCF)cc1)NCc1ccc(Cl)c(Cl)c1	12%	-4.0%	-6%	/	/
7	CCN(CC)S(=O)(=O)c1ccc(N/N=C/c2ccc(OC)c(OC)c2OC)nc1	8%	1.6%	22%	-4	614
8	COc1ccc2c(c1)OC(O)(C(F)(F)F)CC2=O (stereo not given)	-2%	-6.1%	14%	/	/
9	COc1ccc(C(=O)C2CCCN(Cc3cn[nH]c3-c3ccc(F)cc3)C2)cc1OC (stereo not given)	/	-4.3%	-5%	-6	693
10	Cc1ccc(S(=O)(=O)NCCCCCC(=O)Nc2ccccc2)cc1	0%	-1.8%	3%	/	/
11	NNC(=O)CNC(=O)c1ccc(F)cc1	0%	-6.2%	1%	17	694
12	CCn1c(C)nc2cc(S(=O)(=O)C(F)F)ccc21	9%	-1.8%	0%	/	/

No.	PMI inhibitors	TNAP activators	Siah-1 displacement	P. falciparum M1AAP	UTI89 phage lysis
1	3%	1.1	2%	5%	-0.9%
2	6%	1.1	-6%	17%	0.3%
3	12%	1.1	7%	11%	2.7%
4	-19%	1.1	-8%	14%	-0.3%
5	-5%	1.1	-2%	5%	0.8%
6	8%	1.1	10%	2%	2.1%[50 µM]
7	4%	1.1	-4%	10%	-3.0%
8	8%	1	-6%	0%	-1.0%
9	/	0.9	-2%	2%	-0.4%
10	4%	1.1	4%	2%	1.9%
11	4%	0.8	-5%	-3%	0.3%
12	10%	1	0%	4%	8.2%

Of the compounds above, two have an NH in an aromatic ring.
No.	SMILES	human PMI inhibitors	XIAP antagonists	P. falciparum M17LAP	Hep lipid drop	Hep lipid drop cells 6.5 µM
4	CC(C)CC(=O)c1c[nH]c(C(=O)NCc2cccnc2)c1	-18%	-5.8%	3%	-24	644
9	COc1ccc(C(=O)C2CCCN(Cc3cn[nH]c3-c3ccc(F)cc3)C2)cc1OC (stereo not given)	/	-4.3%	-5%	-6	693

No.	PMI inhibitors	TNAP activators	Siah-1 displacement	P. falciparum M1AAP	UTI89 phage lysis
4	-19%	1.1	-8%	14%	-0.3%
9	/	0.9	-2%	2%	-0.4%

(list continues)
No.	SMILES	human PMI inhibitors	XIAP antagonists	P. falciparum M17LAP	Hep lipid drop	Hep lipid drop cells 6.5 µM
13	O=C(NCCc1cnn(-c2ccccc2)c1)c1cc(COc2c(F)cccc2F)on1	8%	-2.1%	6%	19	751
14	Cc1noc(C)c1S(=O)(=O)N(CCc1ccccc1)Cc1ccccc1	10%	-1.6%	-3%	/	/
15	c1ccc2c(c1)oc1c(Nc3ccc(CN4CCOCC4)cc3)ncnc12	-12%	-5.0%	3%	/	/
16	COc1cccc(-c2cc(C(=O)NC3CCCC3)no2)c1	14%	-1.0%	6%	-2	729
17	CC(=O)NNC(=O)c1cc2sccc2s1	/	/	3%	-10	741
18	C=CCOc1ccccc1/C=N/NC(=O)c1ccc(Cl)cc1Cl	17%	4.4%	4%	-7	662
19	CC(=O)c1ccc(NC(=O)CSc2nc3nc(C)cc(C)n3n2)cc1	20%	-4.4%	-7%	6	547
20	COC(=O)[C@H](CCSC)NC(=O)Nc1ccc(OC)cc1	10%	-1.6%	2%	/	/
21	CCOC(=O)c1ccc(NC(=O)c2nc[nH]c2C(=O)NC2CCN(C(=O)OC(C)(C)C)CC2)cc1	/	/	-8%	-2	657
22	C/C(=C/C#N)Nc1ccc(C)cc1	6%	-2.9%	-4%	16	735
23	Cc1ccc(C(=O)O)cc1S(=O)(=O)NCC1CCCO1 (stereo not given)	1%	-2.4%	10%	12	754
24	CC1CCCC(NC(=O)COC(=O)c2ccccc2NC(=O)c2ccco2)C1C (stereo not given)	11%	-9.2%	9%	/	/

No.	PMI inhibitors	TNAP activators	Siah-1 displacement	P. falciparum M1AAP	UTI89 phage lysis
13	18%	1.1	11%	5%	0.2%
14	5%	1.1	2%	0%	0.0%
15	-4%	1.1	-2%	1%	-0.2%
16	20%	1	1%	-6%	-0.4%
17	/	/	-2%	14%	-2.2%
18	12%	1	2%	3%	0.6%[50 µM]
19	18%	1	-2%	-3%	5.0%
20	10%	1.1	4%	7%	0.7%
21	/	/	-3%	-13%	0.4%
22	7%	1	1%	3%	1.5%
23	0%	1.1	-1%	-3%	1.6%
24	12%	2.4	1%	-1%	0.7%

Following part
No.	SMILES	human PMI inhibitors	XIAP antagonists	P. falciparum M17LAP	Hep lipid drop	Hep lipid drop cells 6.5 µM
25	CCn1c(/C=C/c2ccccc2[N+](=O)[O-])nc2ccccc2c1=O	4%	-7.7%	2%	30	703
26	CC(C)C(c1nnnn1C1CCCC1)N1CCC(C(N)=O)CC1 (stereo not given)	3%	-6.2%	6%	-2	720
27	Nc1nccc(-c2nn(-c3ccc(Cl)cc3)ccc2=O)n1	/	/	2%	-3	694
28	COc1ccc(/C=C2\C(=O)N(c3c(Cl)cc(Cl)cc3Cl)N=C2NC(=O)c2cccc([N+](=O)[O-])c2)cc1	-7%	-1.9%	15%	20	730
29	Cc1ccc(-n2c(SCC(N)=O)nnc2-c2ccccn2)cc1C	1%	-5.7%	5%	/	/
30	Cc1ccc(C)c(NC(=S)NCCN(C2CCCCC2)C2CCCC2)c1	17%	-8.8%	-9%	-2	783
31	COc1ccccc1CN(Cc1nc2ccccc2c(=O)[nH]1)C(=O)Nc1ccccc1C	5%	-22%	11%	-6	743
32	COC(=O)c1cc(NC(=S)N2CCN(c3ccccn3)CC2)cc(C(=O)OC)c1	9%	-2.1%	-3%	/	/
33	CCOC(=O)C1=C(CNCCc2ccc(Cl)cc2)NC(=O)NC1c1ccc2c(c1)OCO2 (stereo not given)	10%	-9.7%	-1%	4	747
34	CCOC(=O)C1CCN(c2ncnc3c2oc2ccc(Cl)cc23)CC1	19%	-1.9%	5%	/	/
35	c1ccc(-c2nc(-c3ccncc3)n[nH]2)nc1	/	/	11%	-4	760
36	Cc1cc(C)nc(/N=C(/NC(=O)Nc2ccc(Cl)c(Cl)c2)Nc2cccc(Cl)c2)n1	9%	-11%	3%	0	652

No.	PMI inhibitors	TNAP activators	Siah-1 displacement	P. falciparum M1AAP	UTI89 phage lysis
25	20%	1.1	4%	0%	-1.1%
26	6%	1.1	13%	-1%	-2.5%
27	/	/	-7%	7%	-0.1%
28	5%	1	11%	8%	-0.3%
29	-4%	1	0%	-4%	2.0%
30	9%	1.1	-7%	-4%	0.1%
31	14%	1.1	4%	1%	2.7%
32	7%	1.1	1%	6%	0.0%
33	13%	1	1%	-1%	0.4%
34	14%	1.1	3%	-6%	0.2%
35	/	/	2%	17%	-0.4%
36	4%	0.9	2%	-5%	3.0%[50 µM]

Following part.
No.	SMILES	human PMI inhibitors	XIAP antagonists	P. falciparum M17LAP	Hep lipid drop	Hep lipid drop cells 6.5 µM
37	COc1ccc(NC(=S)NC2CCCCC2)cn1	-1%	-5.7%	2%	1	625
38	Cc1cc(C)[n+](C)n1CC(O)Cn1c2ccccc2c2ccccc21 (stereo not given)	9%	-9.7%	0%	-16	673
39	O=C(COc1ccc([N+](=O)[O-])cc1Cl)NCCc1ccccc1	-10%	-3.0%	-2%	-12	679
40	N#Cc1cccc(NC(=O)CC2CCCCC2)c1	-4%	-3.3%	4%	/	/
41	Cc1ccc(Cl)cc1N1CCN(C(=O)C2CCN(S(=O)(=O)c3cccnc3)CC2)CC1	17%	-5.1%	7%	-12	713
42	CN1C(=O)CC(C(=O)O)SC1=Nc1cc(Cl)c(O)c(Cl)c1 (stereo not given)	-10%	-4.2%	2%	-1	716
43	CC(=O)c1ccc(OCCCC(=O)Nc2ccc(C)c(S(=O)(=O)N(C)C)c2)cc1	3%	-8.6%	-2%	8	738
44	Cc1cc(/C=N\NC(=O)COc2cccc3cccnc23)c(C)n1-c1ccc(Br)cc1	15%	-0.3%	2%	-4	618
45	COc1ccc(CNC(=O)Cn2ncn3cccc3c2=O)cc1	-6%	-9.0%	-2%	7	673
46	Cn1nc(C(C)(C)C)cc1C(=O)NNC(=O)c1ccc(C(F)(F)F)cc1	/	/	4%	17	659
47	Cc1ccc(NC(=O)CSc2nnc(-c3ccccn3)n2N)cc1F	/	/	-2%	-10	618
48	CN(C(=O)COC(=O)c1cc([N+](=O)[O-])ccc1Sc1ccccc1)C1CCS(=O)(=O)C1 (stereo not given)	5%	-8.2%	-4%	-4	709
49	CC(C)CNC(=O)NC(=O)COC(=O)c1cccc(NS(=O)(=O)c2ccc(F)c(F)c2)c1	4%	-3.8%	4%	-1	634
50	COc1ccccc1-n1c(SCC(=O)OC(C)C)nc2cccnc21	/	/	-6%	-3	661

No.	PMI inhibitors	TNAP activators	Siah-1 displacement	P. falciparum M1AAP	UTI89 phage lysis
37	-8%	1.2	1%	2%	0.2%
38	38%	1.3	18%	11%	1.9%
39	-5%	1	-1%	8%	4.7%
40	-7%	1	2%	4%	-1.4%
41	18%	1.1	-3%	0%	4.0%[50 µM]
42	-4%	1.1	2%	9%	0.0%
43	9%	1	3%	5%	3.2%[50 µM]
44	8%	1	-2%	5%	0.1%
45	-10%	1.1	-1%	6%	/
46	/	/	12%	-1%	-0.6%
47	/	/	2%	2%	/
48	2%	1	4%	3%	1.9%
49	18%	0.9	-1%	-1%	0.0%
50	/	/	7%	6%	-0.2%
